Source: PubChem BioAssay
D1 agonist – activates the human D1 dopamine receptor; HEK293 T-REx D1 cells, calcium flux, agonist mode; activation, % at 2 µM; 360,000 tested, 1% active; note: 0% is about no effect
Target sequence (P21728 whole entry, looked up): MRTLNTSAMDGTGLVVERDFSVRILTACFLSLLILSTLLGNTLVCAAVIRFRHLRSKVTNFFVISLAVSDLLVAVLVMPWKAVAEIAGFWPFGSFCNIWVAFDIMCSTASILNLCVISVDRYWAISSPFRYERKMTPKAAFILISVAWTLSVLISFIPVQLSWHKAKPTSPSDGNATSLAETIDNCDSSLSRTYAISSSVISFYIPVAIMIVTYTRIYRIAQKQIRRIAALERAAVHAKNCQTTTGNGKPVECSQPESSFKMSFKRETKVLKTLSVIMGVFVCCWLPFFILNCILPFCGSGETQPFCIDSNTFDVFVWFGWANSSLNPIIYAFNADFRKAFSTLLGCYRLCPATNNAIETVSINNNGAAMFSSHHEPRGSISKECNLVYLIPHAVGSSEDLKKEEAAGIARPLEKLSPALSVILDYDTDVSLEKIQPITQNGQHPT
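Agonism was scored from calcium flux recorded over 180 s (1 read/s) after pintool compound addition, following a 10-cycle baseline. Cells were inducible force-coupled HEK293 TREx D1, plated overnight at 30 C and loaded with no-wash calcium dye.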
D1 potentiator – human D1 dopamine receptor positive modulation; 360,000 tested, 0.036% active; HEK293 TREx D1 cells, calcium flux, dopamine EC20 potentiation; P21728; potentiation, % at 10 µM; in the data active = potentiation above about 30%; note: 0% is about no effect
D2 antagonist – D2 dopamine receptor (human) antagonism. P14416. HEK293 TREx D2 cells, calcium flux, dopamine EC80. inhibition, % at 10 µM. 340,000 tested, 2% active. AID 485344; in the data active = inhibition above about 30%; note: 0% is about no effect
Target sequence (P14416 whole entry, looked up): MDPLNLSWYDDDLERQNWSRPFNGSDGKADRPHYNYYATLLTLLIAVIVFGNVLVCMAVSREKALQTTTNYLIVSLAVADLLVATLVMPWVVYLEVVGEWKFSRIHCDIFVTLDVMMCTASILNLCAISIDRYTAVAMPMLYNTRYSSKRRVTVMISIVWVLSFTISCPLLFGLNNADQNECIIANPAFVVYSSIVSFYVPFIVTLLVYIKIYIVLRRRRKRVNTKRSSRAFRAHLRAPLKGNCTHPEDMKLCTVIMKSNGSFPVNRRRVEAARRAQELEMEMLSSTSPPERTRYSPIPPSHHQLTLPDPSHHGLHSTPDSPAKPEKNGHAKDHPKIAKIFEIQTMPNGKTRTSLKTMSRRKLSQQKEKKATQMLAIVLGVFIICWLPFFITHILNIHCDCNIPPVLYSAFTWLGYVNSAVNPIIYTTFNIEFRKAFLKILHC
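In this primary screen, negative modulation is detected by tracking calcium flux after an EC80 dopamine challenge in inducible HEK293 T-REx D2 cells preexposed to test compound for 180 s.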
D1 antag – human D1 dopamine receptor antagonism; P21728; HEK293 TREx D1 cells, calcium flux, dopamine EC80; hits give low values; activity change, negative = inhibition, % at 10 µM; 360,000 tested, 3.2% active; AID 504652; in the data active = activity change below about -30%; note: % is set by controls: 0 for no effect and ±100 for the full control effect
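Antagonism measured as reduced calcium response to an EC80 dopamine addition following 180 s compound pre-read; cells were inducible HEK293 Trex D1 plated overnight at 30 C, read kinetically at 1 cycle/sec.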
TRHR PAM – allosteric enhancers of human TRH receptor; P34981; AID 493056; TRHR cells, fluo-8 calcium fluorescence, EC20 TRH enhancement; 360,000 tested, 0.66% active; enhancement, % at 2 µM; in the data active = enhancement above about 30%; note: 0% is about no effect
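Enhancer read-out: after compound pinning and an initial kinetic agonist-mode read, an EC20 of TRH (10 nM final) was injected and fluo-8 calcium signal (Ex 480/Em 530) followed at 1 s/cycle for 100 cycles in TRHR-expressing cells.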
RXFP1 antag – blocks the human relaxin receptor RXFP1; Q9HBX9; HEK293-RXFP1, relaxin-stimulated cAMP HTRF, 30 min; hits give low values; activity change, negative = inhibition, % at 57.5 µM; 350,000 tested, 0.59% active; AID 1259400;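 active = activity change of -60% or lower, but not beyond a set lower limit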; note: % is set by controls: 0 for no effect and ±100 for the full control effect
TRHR ag – TRH receptor (human) agonism; 360,000 tested, 0.18% active; TRHR cells, calcium flux fluo-8, FDSS agonist mode; P34981; activation, % at 2 µM; note: 0% is about no effect
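Read-out: compound-evoked intracellular calcium rise in TRHR cells, fluo-8 dye, kinetic FDSS fluorescence at 1 s/cycle following a 10-cycle baseline. Cells cultured overnight before dye loading (30 min–1.5 h, RT).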
D2 PAM – positively modulates the human D2 dopamine receptor allosterically; HEK293 T-REx D2, calcium flux, EC20 dopamine potentiation; 340,000 tested, 0.34% active; P14416; potentiation, % at 10 µM;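 active = potentiation over 3 SD above the plate norm, cut at about 30% in these data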; note: 0% is about no effect
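Tetracycline-induced HEK293 T-REx cells force-coupled to calcium signalling expressed D2; compounds were pin-added after a 10 s baseline, read kinetically 180 s, then an EC20 dopamine challenge followed with a further 180 s calcium read.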
D2 agonist – agonists of human D2 dopamine receptor. P14416. AID 485358. HEK293 T-REx D2 cells, calcium flux agonist mode. activation, % at 2 µM. 340,000 tested, 0.53% active;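 active = activation over 3 SD above normal in the single-dose calcium agonist read, cut at about 30% in these data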; note: 0% is about no effect
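In this primary screen, compounds producing a positive calcium signal within 180 s of addition to tetracycline-induced, force-coupled HEK293 Trex D2 cells are flagged; cells are dye-loaded with a no-wash calcium kit beforehand.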
The depositor's hits bear a star; nt = not tested or not shown. Cut-off read from the data, not from the text of the source, unless noted: active = activation above about 30%; inactive = the rest.

structure | D1 agonist | D1 potentiator | D2 antagonist | D1 antag | TRHR PAM | RXFP1 antag | TRHR ag | D2 PAM | D2 agonist
COc1ccc(-c2[nH]nc3oc(=O)c(CCO)c(C)c23)cc1 | 5 | -5 | 7 | -21 | -2 | 16 | 0.8 | 7 | 1.1
Cc1ccc(Cn2ccc(NC(=O)CCSc3nc(-c4ccco4)cc(C(F)(F)F)n3)n2)cc1 | 4 | -3 | -24 | 5 | 39* | 3 | 1.2 | 2 | 0.9
C/C(=N\NC(=O)c1ccc(CSc2nc(C)cc(C)n2)cc1)C1CCCCC1 | 0 | -2 | -1 | 6 | -2 | -1 | -0.2 | 3 | -0.1
CC(=O)OCC(=O)[C@@]1(O)[C@H](C)C[C@H]2[C@@H]3CCC4=CC(=O)C=C[C@]4(C)[C@@]3(F)[C@@H](O)C[C@@]21C | 3 | 8 | 24 | 16 | -6 | -9 | 0.7 | -5 | 1.1
Cn1c(CNc2ccc(F)cc2)nnc1SCC(=O)NNC(=O)Cc1ccccc1 | 0 | 10 | nt | -9 | 7 | 1 | 0.3 | nt | nt
Cc1ccc(OC(=O)CCNC(=O)c2ccccc2Cl)c(Br)c1 | 3 | -3 | 16 | -14 | -1 | -37 | -0.7 | -9 | -0.6
N#C/C(=C\c1cn(CC(=O)O)c2ccccc12)C(=O)NCc1ccccc1 | 1 | -3 | 12 | 2 | -5 | 2 | -0.4 | -2 | 0.4
Cc1cc(N/C(=N/S(=O)(=O)c2ccc(F)cc2)c2ccccc2)n(-c2ccccc2)n1 | 1 | -9 | 5 | -15 | -3 | -9 | -0.1 | 12 | 1.8
CCS(=O)(=O)N1CCc2cc(C(=O)NCc3ccc(Cl)cc3)ccc21 | 2 | -2 | nt | -8 | 0 | nt | 0.2 | -12 | 19
O=C(c1ccc(F)cc1)C1CCN(C(=O)NCc2ccccc2)CC1 | 4 | 0 | 23 | -7 | -2 | nt | -1.5 | 2 | -0.1
COC(=O)c1cc(O)cc(OC)c1Oc1cc(C)cc(O)c1C(=O)O | 1 | -5 | 13 | 9 | -6 | nt | -0.2 | 14 | -2.6
CCCNC(=O)c1noc2c1CCc1ccccc1-2 | 2 | -2 | -12 | -8 | 0 | nt | -0.6 | -2 | 1.3
c1csc(C(c2nnnn2C2CCCCC2)N2CCCC3(CCCCC3)C2)c1 (stereo unspecified) | 0 | -1 | 5 | 18 | -3 | -2 | 0.7 | 6 | -0.6
COC(=O)C1=C(C(=O)OC)[C@@H]2N(Cc3ccccc3)c3ccccc3[C@@]23C[C@@H](C(=O)OC)N(C(C)=O)C3=N1 | 7 | 1 | -1 | -7 | -1 | nt | -0.4 | 20 | 0.0
COc1ccc(CC2c3cc(OC)c(OC)cc3CC[N+]2(C)CCC(=O)OCCCCCOC(=O)CC[N+]2(C)CCc3cc(OC)c(OC)cc3C2Cc2ccc(OC)c(OC)c2)cc1OC (stereo unspecified) | 2 | -6 | 3 | -9 | -2 | nt | 0.1 | -4 | -1.3
COc1ccc2nc(NC(=O)C3COc4ccccc4O3)sc2c1 (stereo unspecified) | 2 | -7 | 2 | 1 | 0 | nt | -0.6 | 8 | 0.6
CCOC(=O)CN(C#N)c1nc(N(C)C)nc(N(C)C)n1 | -1 | -7 | -11 | 0 | -2 | 1 | 0.1 | 1 | -1.3
Cc1ccccc1Nc1nnc(SCC(=O)c2cc3ccccc3o2)s1 | 3 | -3 | -9 | 10 | 2 | 2 | -0.2 | 11 | -0.7
O=C(c1ccc(COc2ccc(F)cc2)o1)n1cc(Br)cn1 | 0 | 2 | 6 | -5 | -5 | -13 | 0.6 | 5 | 0.6
Oc1ccccc1C1NN=C(c2ccccc2)S1 (stereo unspecified) | 1 | -2 | 0 | -15 | 2 | -27 | 0.4 | 0 | 0.3
CCc1ccc(-n2nnc(-c3nc(-c4cccs4)no3)c2N)cc1 | 1 | -4 | nt | 9 | 1 | -10 | 0.6 | 2 | 0.7
Cc1ccc2nc(C3CCN(C(=O)c4ccco4)CC3)[nH]c2c1 | 0 | 3 | 6 | -17 | -5 | -10 | -0.1 | -14 | -0.1
Cn1c(CN2CCCCC2)nc2cc(NC(=O)c3cccs3)ccc21 | 0 | -5 | -24 | 4 | 3 | -13 | -4.3 | nt | -0.5
COc1ccc(CNC(=O)C2CCN(S(=O)(=O)c3ccc(-c4nn[nH]n4)cc3)CC2)cc1 | -1 | 1 | -15 | 0 | -6 | -10 | -0.6 | 14 | -0.9
O=C(NC1CCS(=O)(=O)C1)/C(=C/c1ccc(Cl)cc1)NC(=O)c1ccccc1 (stereo unspecified) | 5 | -1 | 2 | -16 | -2 | -3 | 0.5 | -21 | -0.1
CCOC(=O)c1c(NC(=O)CS(=O)(=O)c2cn(CC)c3ccccc23)sc2c1CCCC2 | -2 | 2 | 3 | -3 | 1 | -14 | 0.3 | -1 | 0.7
N/C(=N\OC(=O)CCC1CCCC1)c1ccccn1 | -1 | -2 | 2 | -2 | -2 | -4 | -0.4 | 2 | 0.4
CC(=O)Oc1ccc(-c2ccc(C(=O)Nc3cccc(S(=O)(=O)N4CCOCC4)c3)cc2)cc1 | 16 | -12 | -13 | -32* | -1 | -7 | 1.5 | -1 | -2.7
CC(NC(=O)c1ccccc1F)c1nnc(SCC(=O)NC2CCCC2)n1C (stereo unspecified) | 3 | -5 | -9 | 3 | 4 | 11 | 0.1 | 0 | -0.5
CCn1nnnc1SCC(=O)N(C1CCCCC1)C1CCCCC1 | 6 | -4 | -1 | 6 | -2 | -4 | 0.0 | -3 | -0.6
O=C(COc1ccc(Cl)cc1Cl)NCCCCc1ccccc1 | 3 | 3 | 13 | -1 | 0 | 8 | -0.3 | -5 | -0.3
O=C(Nc1cc([N+](=O)[O-])ccc1N1CCCC1)c1ccccc1 | 0 | -3 | -15 | -2 | -7 | -16 | 0.0 | -12 | 0.0
COc1ccccc1NS(=O)(=O)c1cc(C(=O)NCC(c2ccco2)N2CCCCC2)ccc1C (stereo unspecified) | -2 | -2 | nt | 2 | 9 | -18 | -1.2 | nt | nt
CC(=O)Nc1ccc(S(=O)(=O)Nc2nnc(C3CCCCC3)s2)cc1 | 3 | 0 | 5 | 5 | 0 | 3 | 0.3 | -8 | -0.7
CCOc1cc(CN2CCCC(C(=O)c3cccc(C(F)(F)F)c3)C2)ccc1O (stereo unspecified) | 16 | -7 | 29 | -3 | 1 | -3 | 0.5 | -24 | 1.4
NC(=O)c1cccc(CS(=O)(=O)c2ccc(Cl)cc2)c1 | 4 | -5 | -11 | 8 | 1 | 6 | 0.2 | 5 | -0.7
CSc1ccccc1C(=O)Nc1cccc(N(C)S(C)(=O)=O)c1 | 1 | -4 | -9 | 17 | -5 | 13 | -0.1 | -4 | 0.7
Cc1cccc(NC(=O)CCc2nc3sc4c(c3c(=O)[nH]2)CCCC4)c1 | 0 | -5 | -8 | -12 | -3 | -11 | -1.0 | 5 | -1.7
CC(=O)Nc1ccccc1OCC(=O)NC(C)c1ccccc1 (stereo unspecified) | 3 | -5 | 1 | 14 | -2 | 1 | 0.1 | -1 | 0.8
CCCn1c(SCC(=O)N2CCN(c3ccc(OC)cc3)CC2)nc2c1c(=O)n(C)c(=O)n2C | 0 | -6 | -8 | -9 | -3 | -8 | -0.3 | -1 | -0.2
COc1ccccc1NC(=O)COc1ccc(C(=O)OCC(=O)NC(C)(C)C)cc1OC | 2 | 1 | -10 | 1 | 5 | -11 | -0.1 | 25 | -0.4
CN1C(=O)C2(c3ccccc31)N(c1ccc(F)c(Cl)c1)C(=O)CS2(=O)=O (stereo unspecified) | 5 | -5 | nt | -18 | 16 | nt | -1.2 | -2 | -0.3
O=C(C[n+]1ccccc1)N/N=C/c1ccccc1C(F)(F)F | 2 | -1 | 16 | -7 | 0 | 2 | 0.5 | 3 | 0.2
Cc1cc(/C=C2\SC(=O)NC2=O)c(C)n1-c1ccc(N2CCOCC2)cc1 | 12 | -3 | -1 | 2 | 14 | -22 | 0.2 | 1 | 3.6
CCOC(=O)CNC(=O)CSc1nnc(Cn2c(=O)sc3ccccc32)n1-c1ccccc1C | 2 | -3 | 5 | 1 | -4 | 0 | -0.2 | -9 | -0.7
CN1CCC(NC(=O)Cc2c(F)cccc2Cl)CC1 | 4 | -2 | -11 | 1 | 1 | 6 | 0.0 | -9 | 1.1
O=C(c1ccncc1)N1N=C(c2ccc(Cl)cc2)CC1c1ccccc1O (stereo unspecified) | 1 | -5 | -22 | -1 | 21 | -20 | 0.6 | 20 | -0.5
CCc1ccc(OCC(=O)Nc2ccc(-c3cc4ccccc4oc3=O)c(OC)c2)cc1 | 3 | 1 | -4 | 0 | 2 | 3 | 0.2 | 15 | 0.5
CCOC(=O)C1CCC(CNCc2ccccc2C)CC1 (stereo unspecified) | 3 | -9 | -3 | -23 | 0 | -13 | 0.4 | -5 | 0.3
O=C(N/N=C/c1oc(O)c2ccccc12)c1ccccc1 | 1 | -2 | -4 | 6 | 9 | 3 | -0.1 | 1 | 0.1

Some entries already given, limited to TRHR ag and D2 PAM.
smiles	TRHR ag	D2 PAM
CCCn1c(SCC(=O)N2CCN(c3ccc(OC)cc3)CC2)nc2c1c(=O)n(C)c(=O)n2C	-0.3	-1
COc1ccccc1NC(=O)COc1ccc(C(=O)OCC(=O)NC(C)(C)C)cc1OC	-0.1	25

Back to the main list, repeating the three entries before the break.
structure | D1 agonist | D1 potentiator | D2 antagonist | D1 antag | TRHR PAM | RXFP1 antag | TRHR ag | D2 PAM | D2 agonist
CCc1ccc(OCC(=O)Nc2ccc(-c3cc4ccccc4oc3=O)c(OC)c2)cc1 | 3 | 1 | -4 | 0 | 2 | 3 | 0.2 | 15 | 0.5
CCOC(=O)C1CCC(CNCc2ccccc2C)CC1 (stereo unspecified) | 3 | -9 | -3 | -23 | 0 | -13 | 0.4 | -5 | 0.3
O=C(N/N=C/c1oc(O)c2ccccc12)c1ccccc1 | 1 | -2 | -4 | 6 | 9 | 3 | -0.1 | 1 | 0.1
C/C=C\C=C\C(=O)N1CC2(CC(c3cccc(NC(=O)CC)c3)=NO2)C[C@H]1C(N)=O (stereo partly specified) | 1 | 3 | nt | 25 | 0 | nt | -0.1 | nt | nt
Cc1ccc(-c2nc(CS(=O)CC(=O)NCc3ccccn3)c(C)o2)cc1 (stereo unspecified) | 3 | nt | 9 | -4 | -4 | -2 | -0.7 | 0 | -0.2
CC(C)Cn1c(C23CC4CC(CC(C4)C2)C3)n[nH]c1=S | 2 | 8 | 11 | 5 | -14 | -24 | -0.2 | 3 | -3.5
COc1ccc(/C=C(\NC(=O)c2ccc(OC)cc2)C(=O)Nc2ccc(C(=O)O)cc2)cc1 | 2 | 2 | 25 | 6 | -2 | 5 | 0.6 | 1 | 1.5
CCSc1nnc(NC(=O)c2nc(-c3ccccc3)n(-c3ccccc3)n2)s1 | 1 | -2 | -3 | 11 | 2 | -6 | -0.2 | 3 | 0.3
